Assay outcomes (PubChem)
M4 ag – CHRM4 agonism in calcium assay. P08173. CHO-K1 hM4/Gqi5, Fluo-8 calcium fluorescence; vehicle 0%, full acetylcholine response 100%. activation, % at 3 µM. 360,000 tested, 0.14% active. AID 624127;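 active = activation above the run mean over all test wells plus 3 SD, cut at about 32% in these data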;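 note: peak over basal fluorescence ratio per well then scaled between controls; 0% = DMSO wells and 100% = acetylcholine at EC100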
Target sequence (P08173 whole entry, looked up): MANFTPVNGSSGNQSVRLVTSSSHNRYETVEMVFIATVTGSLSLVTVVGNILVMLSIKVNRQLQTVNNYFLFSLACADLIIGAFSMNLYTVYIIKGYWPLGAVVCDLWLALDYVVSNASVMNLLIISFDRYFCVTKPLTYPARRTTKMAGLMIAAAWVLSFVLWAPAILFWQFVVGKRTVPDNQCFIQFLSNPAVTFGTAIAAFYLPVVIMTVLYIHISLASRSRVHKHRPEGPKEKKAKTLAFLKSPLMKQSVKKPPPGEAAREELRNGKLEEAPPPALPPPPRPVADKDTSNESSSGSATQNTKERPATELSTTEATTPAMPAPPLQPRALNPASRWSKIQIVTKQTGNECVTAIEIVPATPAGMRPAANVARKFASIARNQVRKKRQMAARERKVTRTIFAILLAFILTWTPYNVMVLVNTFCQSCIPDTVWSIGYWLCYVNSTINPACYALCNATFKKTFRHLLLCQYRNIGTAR
CHRM4 antagonist – blocks acetylcholine activation of human M4 receptor. P08173. 360,000 tested, 0.73% active. inhibition, % at 3 µM. CHO-hM4 cells, ACh EC80, Fluo-8 calcium fluorescence;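 active = inhibition above its plate's cutoff, the mean inhibition of sample wells plus 3 SD, cut at about 27% in these data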;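 note: 0% = acetylcholine EC80 with DMSO and 100% = DMSO without agonist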
CHRM1 agonist – human M1 muscarinic receptor agonism; CHO-K1 hM1, Fluo-8 calcium fluorescence, agonist mode; 0% DMSO, 100% acetylcholine EC100; AID 588814; 360,000 tested, 0.33% active; activation, % at 3 µM;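 active = activation above the run's mean compound activation plus 3 SD, cut at about 16% in these data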;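 note: peak over basal fluorescence ratio within a 140 s kinetic read after compound addition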
OXTR potentiate – potentiators of human oxytocin receptor; AID 2445; CHO-OTR cells, Fluo-8 calcium fluorescence, potentiator mode; 0% = oxytocin EC15, 100% = EC100; activation, % at 3 µM; P30559; 320,000 tested, 0.061% active;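 active = activation above that plate's cutoff, the mean activation of tested compounds plus 3 SD, cut at about 6.6% in these data, passing the limit was not always enough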;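 note: 100% uses oxytocin at 75 nM as the full agonist control; some results filed as inactive read as strong as hits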
Target sequence (P30559 whole entry, looked up): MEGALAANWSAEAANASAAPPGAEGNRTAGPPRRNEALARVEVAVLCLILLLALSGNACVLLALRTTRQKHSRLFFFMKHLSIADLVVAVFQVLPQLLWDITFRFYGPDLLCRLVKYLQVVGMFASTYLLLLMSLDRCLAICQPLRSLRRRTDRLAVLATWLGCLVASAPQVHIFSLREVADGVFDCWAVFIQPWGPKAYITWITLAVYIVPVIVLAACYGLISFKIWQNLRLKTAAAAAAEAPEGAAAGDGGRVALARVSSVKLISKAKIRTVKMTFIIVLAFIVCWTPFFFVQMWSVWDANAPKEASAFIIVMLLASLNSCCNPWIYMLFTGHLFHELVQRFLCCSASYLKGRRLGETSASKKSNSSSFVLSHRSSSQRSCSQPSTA
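System: human OTR in CHO cells / Also added: sub-maximal oxytocin, roughly EC15 / Control set: EC15 oxytocin low, 75 nM oxytocin high / Schedule: 6 min compound pre-incubation at room temperature, 100 s kinetic read / Compound: single-point 3.0 µM / Replication: singlicate / Technique: Fluo-8 calcium dye fluorescence / Read-out basis: % activation of max/min ratio relative to oxytocin controls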
CHRM1 antagonist – human CHRM1 antagonism; P11229; CHO-K1 hM1, Fluo-8 calcium fluorescence, ACh EC80 antagonist; inhibition, % at 3 µM; 360,000 tested, 1.3% active;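 active = percent inhibition above its own plate's cutoff, namely the mean of that plate's compound wells plus 3 SD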;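 note: peak over basal fluorescence ratio during 140 s after agonist addition; 0% = ACh EC80 plus DMSO and 100% = DMSO alone without agonist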
CHO parental Ca – counter-screen: ATP calcium response change in parental CHO cells | parental CHO-K1, ATP-induced calcium, Fluo-8 fluorescence | inhibition, % at 5.6 µM | 330,000 tested, 0.63% active;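 active = inhibition above that plate's mean sample inhibition plus 3 SD, cut at about 26% in these data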;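 note: 0% = ATP-challenged DMSO wells and 100% = DMSO wells without ATP; some compounds past the cut are filed as inactive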
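Material: Parental CHO cells | Reagent: ATP | Compound dosing: Single nominal dose of 5.6 µM per compound | Detection: Intracellular calcium via Fluo-8 no-wash fluorescent dye | Read-out: % inhibition of ATP-induced calcium mobilization | Benchmarks: Low control ATP plus DMSO, high control DMSO only | Replicates: Singlicate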
CHO-K1 Ca ag – counter-screen for M1 agonists: effect in parental CHO-K1 cells; Fluo-8 calcium fluorescence; scaled to maximal ATP response, vehicle zero; activation, % at 3 µM; 360,000 tested, 0.48% active; in the data active = activation above about 15%;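 note: untransfected CHO-K1 host cells lacking M1 receptor as counterscreen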
M1 PAM – human CHRM1 positive allosteric modulation | AID 588819 | CHO-K1 hM1, Fluo-8 calcium fluorescence, ACh EC20; 0% = ACh EC20, 100% = maximal ACh | P11229 | 360,000 tested, 0.088% active | activation, % at 3 µM; in the data active = activation above about 19%, passing the limit was not always enough
CHO-K1 Ca antag – nonselective inhibitor or artifact in parental CHO-K1 cells | ATP-induced calcium, Fluo-8 fluorescence | inhibition, % at 3 µM | 360,000 tested, 0.6% active;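 active = inhibition above a per-plate cutoff, the plate's mean sample inhibition plus 3 SD, cut at about 24% in these data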;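 note: 0% = DMSO plus EC80 ATP and 100% = DMSO alone without ATP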
Starred values were filed as active, the others as inactive; · = no result given.

SMILES	M4 ag	CHRM4 antagonist	CHRM1 agonist	OXTR potentiate	CHRM1 antagonist	CHO parental Ca	CHO-K1 Ca ag	M1 PAM	CHO-K1 Ca antag
O=C(CSc1nnc(-c2ccccc2Cl)o1)Nc1ccccn1	1	1	-1	-4	-1	-1	0.8	7	-10
O=C(COC(=O)c1ccc([N+](=O)[O-])cc1Cl)NC(=O)c1ccccc1	1	-11	-3	1	-1	3	0.4	1	-9
CCOC(CNC(=O)c1cc2c(=O)n(CC)c3ccccc3c2s1)OCC	1	0	-4	-6	-5	-18	0.7	6	-17
C=CCn1c(CCNC(=O)c2ccccc2F)nnc1SCC(=O)Nc1nc(C)cs1	1	-3	-2	-12	-5	-4	0.0	4	4
CC1CCN(C(=O)CCC(=O)Nc2nnc(C3CCCCC3)s2)CC1	1	0	0	-6	3	-14	0.2	10	8
O=c1cc(-c2ccccc2F)nc(-c2ccccc2F)o1	1	-7	-3	-5	-3	-5	-0.3	1	0
Oc1ccc(C=NCCc2ccccc2)cc1	2	0	-1	-12	-1	4	10	0	-3
CCOC(=O)C1CCN(C(=S)Nc2cccc(C)c2)CC1	1	5	6	-6	-10	2	1.0	1	-19
CC(C)[C@H](NC(=O)c1ccccc1)C(=O)OCC(=O)N1CCCCCC1	1	1	-7	0	-13	-3	1.9	14	-7
COc1ccc(OC)c(C2=Nn3c(nnc3-c3cc(C)[nH]n3)SC2)c1	0	-3	-3	-1	-2	-31	0.8	2	0
O=C(/C=C/c1ccc(Cl)cc1Cl)Nc1ccc(CN2CCOCC2)cc1	8	-3	-5	-15	1	-8	4.5	2	-7
CSCCC(NC(=O)c1ccco1)C(=O)Nc1ccncc1 (stereo not drawn)	0	9	-2	-5	0	1	0.1	1	3
CCCC1=NN2C(=N)/C(=C\c3cc(C)n(-c4cccc(C)c4)c3C)C(=O)N=C2S1	0	6	4	4	-5	2	0.5	8	-13
Cc1ccc(C(C)NC(=S)NCc2ccc(F)cc2)c(C)c1 (stereo not drawn)	12	1	0	-16	21	-11	8.8	-16	-6
COc1cccc(N2CCN(S(=O)(=O)c3cccc4nsnc34)CC2)c1	1	-1	-6	-6	-2	-6	-0.4	-2	22
C#CCCOC(=O)Nc1ccccc1	0	-2	-6	2	-1	-1	1.4	5	-8
Cc1c(C=O)c2ccccn2c1C(=O)c1ccncc1	3	6	-4	7	-4	1	1.7	5	-14
CCOC(=O)c1cc(C(=O)OCC)c2cccc(C)n2c1=O	-1	1	-4	-6	-10	-13	-0.1	7	-15
COC(=O)c1ccc(C(=O)OC)c(-n2c(=O)c3ccccc3c3ccccc3c2=O)c1	1	-11	-4	1	-1	-19	-0.1	5	1
CN(C)S(=O)(=O)c1ccc(N2CCCC2)c(C(=O)NCC2CCCCC2)c1	1	0	-2	-5	-16	-17	0.3	15	-1

Copied from above (five entries):
SMILES	M4 ag	CHRM4 antagonist	CHRM1 agonist	OXTR potentiate	CHRM1 antagonist	CHO parental Ca	CHO-K1 Ca ag	M1 PAM	CHO-K1 Ca antag
O=C(CSc1nnc(-c2ccccc2Cl)o1)Nc1ccccn1	1	1	-1	-4	-1	-1	0.8	7	-10
O=C(COC(=O)c1ccc([N+](=O)[O-])cc1Cl)NC(=O)c1ccccc1	1	-11	-3	1	-1	3	0.4	1	-9
CCOC(CNC(=O)c1cc2c(=O)n(CC)c3ccccc3c2s1)OCC	1	0	-4	-6	-5	-18	0.7	6	-17
C=CCn1c(CCNC(=O)c2ccccc2F)nnc1SCC(=O)Nc1nc(C)cs1	1	-3	-2	-12	-5	-4	0.0	4	4
CC1CCN(C(=O)CCC(=O)Nc2nnc(C3CCCCC3)s2)CC1	1	0	0	-6	3	-14	0.2	10	8

Remaining list, next part:
SMILES	M4 ag	CHRM4 antagonist	CHRM1 agonist	OXTR potentiate	CHRM1 antagonist	CHO parental Ca	CHO-K1 Ca ag	M1 PAM	CHO-K1 Ca antag
CC(C)(C)c1ccc(S(=O)(=O)NCc2ccc(C(=O)N3CCOCC3)cc2)cc1	1	-16	-4	-8	-1	-6	2.8	-2	-7
CN1CCN(CCCNCc2cn(CCC#N)c3ccccc23)CC1	1	-8	-2	2	-19	-5	0.4	8	-14
CC(=O)Nc1ccc(NC(=O)c2ccc(-c3ccccc3Cl)o2)cc1	2	7	-1	·	-10	·	1.2	13	0
O=C(N/N=C/c1ccc(Br)s1)c1ccccn1	0	-5	-5	0	-12	-7	0.7	10	-8
O=C1CCSc2ccc(Cl)cc2N1Cc1cccc(Cl)c1	-1	7	-5	-12	12	-36	0.1	-14	-12
CCN(CC)S(=O)(=O)c1ccc(N2CC(C(=O)Nc3cccc(C(=O)NC4CC4)c3)CC2=O)cc1 (stereo not drawn)	2	-13	-9	·	2	·	0.3	5	3
COc1cc2cc(C(=O)N(C)C3CCS(=O)(=O)C3)[nH]c2cc1OC (stereo not drawn)	3	-17	-2	-4	-6	-12	-0.2	3	0
COc1ccccc1CNC(=O)COC(=O)c1ccc(C(=O)c2ccccc2)cc1	4	9	-4	-2	-13	-20	0.0	2	-14
Cc1ccc(NC(=O)CCN2C(=O)c3cccc([N+](=O)[O-])c3C2=O)c(Br)c1	0	-7	-3	-9	-12	-8	5.9	6	-1
COc1cccc(-c2ccc3nnc(SCC(=O)N4CCOCC4)n3n2)c1	-1	4	-5	-5	1	-1	-0.8	1	0
CCC(C)N(C(=O)COC(=O)c1ccc(=O)n(Cc2ccccc2)n1)C1CCS(=O)(=O)C1 (stereo not drawn)	1	-4	-1	-5	-1	4	0.3	4	5
Cc1nn(Cc2ccc(F)cc2)c(C)c1NC(=O)c1cc2ncc(Br)cn2n1	5	-8	-4	-2	-13	-8	3.4	8	-3
O=C(CC1SC(=O)N(Cc2cccc3ccccc23)C1=O)Nc1nccs1 (stereo not drawn)	7	-6	-3	-22	-6	-27	0.9	2	-3
COc1ccc(N(CC(=O)N/N=C/c2ccc(-c3ccc([N+](=O)[O-])cc3)o2)S(=O)(=O)c2ccc(C)cc2)cc1	0	0	-3	-1	0	-14	0.0	1	-5
Cc1[nH]n(-c2ccccc2)c(=O)c1-c1ccc(Cl)cc1	1	-8	-1	-4	-7	-6	1.0	3	-11
Cn1c(=O)c2cc(NC(=O)CCc3cccnc3)ccc2n1Cc1ccc(F)cc1	2	-13	-4	·	-7	·	0.8	1	-10
CC1(C)CC(=O)C(C(=S)Nc2ccccc2)=C(NC2CC(C)(C)NC(C)(C)C2)C1	2	0	-2	3	-3	-5	0.1	11	10
CC(=O)NCc1cc(-c2ccc(Cl)cc2)no1	1	-13	-1	-2	-9	12	-0.3	8	-5
CCOC(=O)/C=C1\CN(Cc2ccc(OC)cc2)S(=O)(=O)c2ccccc21	3	6	-7	-10	-4	-4	0.3	6	-20
CC(C)NC(=O)Nc1ccc2c(c1)C(=O)N([C@H](C)CO)C[C@H](C)[C@@H](CN(C)C(=O)Nc1ccc(C(F)(F)F)cc1)O2	0	6	-2	-2	2	-3	1.0	7	-6
CN1CCN(Cc2cc(Cl)c3cccnc3c2OC(=O)c2cccs2)CC1	2	-1	-9	-8	9	-10	1.5	8	-13
CC1CCC(N2CCN(c3ncccn3)CC2)CC1 (stereo not drawn)	1	-1	-10	-2	-9	0	0.6	5	-23
O=C(CSc1ccc(-c2ccccn2)nn1)c1ccc(F)cc1	4	7	-4	4	-2	-15	0.5	6	-2
O=C(NCCCN=C1NS(=O)(=O)c2ccccc21)c1ccccc1Cl	1	-5	1	-5	-11	-9	1.9	6	-22
CCc1nc2ccc(C(=O)NCCCn3ccnc3)cn2c1N(C)Cc1ccc(Cl)cc1	0	-7	-9	·	-6	·	0.6	-3	-6
COC(=O)C1=C(N)c2ccccc2C1(C#N)c1ccccc1 (stereo not drawn)	-1	-8	-5	0	-3	9	0.9	4	-13
Cc1ccccc1CCN(C(=O)Cn1nnc2ccccc21)C(C(=O)NCC1CCCO1)c1nc2ccccc2n1C (stereo not drawn)	0	5	-2	-4	3	-10	0.1	-2	13
CCCc1ccc(C(O)c2ncc(-c3ccccc3F)[nH]2)cc1 (stereo not drawn)	7	-30	0	·	-16	·	0.8	4	-10
N=C1/C(=C/c2ccc(OCc3ccccc3)cc2)C(=O)N=C2SC(CC(=O)N3CCOCC3)=NN12	3	-7	-3	-2	-7	-5	-0.6	8	2
O=C(c1ccc(CNc2c(N3CCCC3)c(=O)c2=O)cc1)N1CCc2ccccc2C1	0	-1	-7	2	-9	-15	0.1	8	-9
O=C(CCc1ccncc1)N1CCCC(Nc2ccc(F)cc2)C1 (stereo not drawn)	0	5	-5	-3	-3	-3	1.0	-1	-7
Cc1nc(SCC(=O)NCc2ccco2)nc(C)c1C	0	2	-3	2	-14	0	0.2	11	-4
COc1cc(/C=N/Nc2nc(-c3ccc(S(=O)(=O)N(C)C)cc3)cs2)ccc1O	16	-2	0	-27	17	14	2.6	-4	2
CCCCc1ccc(NC(=O)NCc2cccnc2)cc1	0	10	-2	2	-18	-9	0.7	17	-9
COc1ccc(NC(=O)Cn2ncc(Cl)c(Cl)c2=O)cc1S(=O)(=O)N1CCOCC1	0	3	-3	-7	-5	-5	-0.5	5	-7
CCOC(=O)CN1c2ccccc2NC(=O)CC1C (stereo not drawn)	1	-11	-4	-5	-14	2	0.5	12	-29
COc1ccc2cc(C(N)=O)/c(=N/NC(=O)c3ccco3)oc2c1	5	2	-9	-10	-9	-3	2.0	6	-3
Cc1ccc(N2CCN(S(=O)(=O)c3ccc4c(c3)NC(=O)C(C)C(=O)N4)CC2C)cc1 (stereo not drawn)	-1	-10	-10	-6	-2	-14	0.4	-4	-7
N#Cc1cc2c(nc1SCC(=O)Nc1sc3c(c1C#N)CCC3)CCC2	0	-6	-3	-12	-30	-18	0.0	7	-6
O=C(N/N=C/c1cn(CCOc2ccccc2)c2ccccc12)c1ccncc1	2	-9	-3	0	0	-10	0.9	0	-8
O=C(COc1ccc(Cl)cc1Cl)NCC1(N2CCOCC2)CCCCC1	2	1	-1	-11	7	-4	-0.2	3	-9
COc1cccc(NC(=O)CN(C)C(=O)c2ccc3[nH]c4c(c3c2)CC(C)CC4)c1 (stereo not drawn)	2	-13	-1	·	2	·	2.0	2	-5
CC(=C/c1ccccc1)/C=N/Nc1nc(N2CCOCC2)nc(N2CCOCC2)n1	2	-2	-4	1	-3	-12	1.0	2	-4
CCCCOC(=O)CCCc1ccc([N+](=O)[O-])cc1[N+](=O)[O-]	-1	3	-12	-6	3	-10	1.4	-6	-6
CCNC(=O)C1(C)CCN(Cc2noc(-c3c(C)noc3C)n2)C1 (stereo not drawn)	0	-8	-3	·	-9	·	0.3	0	-5
O=S1(=O)N[C@H](Cc2ccccc2)COc2cc(N3CC[C@H](O)C3)ccc21	2	-3	·	·	·	·	1.0	·	0
O=C(CNC(=S)N(Cc1ccccc1)Cc1cccs1)NCc1ccc(F)cc1	1	-18	-2	·	14	·	1.0	-2	-1
CCN(CC)C(=O)CSc1nc2c(sc(=S)n2-c2ccc(C)cc2C)c(=O)[nH]1	-1	-10	-5	-12	-2	-7	0.8	4	-15
